Compound activity (PubChem)
XBP1 UPR activ – activators of adaptive XBP1 UPR arm, primary screen, cell-based, CHO-XBP1 luciferase reporter, luminescence, uHTS | IRE1-XBP1 UPR activation; percent of tunicamycin response, DMSO as zero | activation, % at 20 µM | hit rate 0.33% among 330,000 | AID 463104, 2010;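 active means versus positive control, 20 µM dose yields 30% or more activation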;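 further: 100% = tunicamycin at 10 µg/mL and 0% = DMSO only wells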
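Material: CHO cell line with stable XBP1 luciferase reporter; buffer or medium: F12 medium containing 10% fetal bovine serum; compound: single point, 20 µM final compound, 1% DMSO; incubation: 6 h treatment, 37 °C; measured by: glow luminescence from Steady-Glo reagent; evaluation: activation, % of tunicamycin; control set: tunicamycin high, DMSO low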
tim23-1 inh – growth inhibitors of tim23-1 mutant yeast, primary screen, luminescence, uHTS; S. cerevisiae tim23-1 growth, BacTiter-Glo luminescence, 24 h; inhibition, % at 20 µM; hit rate 1.3% among 330,000; AID 463212, 2010;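 active means growth inhibition of the mutant yeast at or above 50%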;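 further: temperature-sensitive mutant grown at 25 °C; plate controls were DMSO-treated mutant yeast for no effect and medium wells lacking yeast for full effect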
APJ antagonist – antagonists of human apelin receptor APJ, primary screen, CHO-K1 cells, beta-arrestin complementation, luminescence; P35414; hit rate 0.32% among 330,000; inhibition, % at 20 µM;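 active means inhibition above about 40% at 20 µM, limit read from the data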;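 further: cells challenged with 10 nM apelin-13 agonist together with compound; plate controls were apelin-13 plus DMSO wells for no effect and DMSO wells lacking apelin-13 for full effect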
Target sequence (P35414 whole entry, looked up): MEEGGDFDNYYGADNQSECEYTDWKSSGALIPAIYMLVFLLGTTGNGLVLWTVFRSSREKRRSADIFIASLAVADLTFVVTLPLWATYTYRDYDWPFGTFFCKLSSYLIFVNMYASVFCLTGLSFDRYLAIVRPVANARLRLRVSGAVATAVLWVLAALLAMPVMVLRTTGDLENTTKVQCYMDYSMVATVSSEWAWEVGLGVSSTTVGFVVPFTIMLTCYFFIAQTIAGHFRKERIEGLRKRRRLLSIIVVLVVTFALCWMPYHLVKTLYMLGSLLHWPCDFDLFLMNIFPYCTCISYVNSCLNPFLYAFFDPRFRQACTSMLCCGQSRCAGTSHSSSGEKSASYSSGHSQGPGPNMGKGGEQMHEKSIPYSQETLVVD
Mdm2-MdmX inh – inhibitors of human Mdm2-MdmX association, primary screen, cell-based, luminescence, split luciferase, SaOS-2, uHTS | Protein Mdm4 (Homo sapiens) + E3 ubiquitin-protein ligase Mdm2 (Homo sapiens), … | SaOS-2 split-luciferase Mdm2/MdmX complementation | inhibition, % at 8 µM | hit rate 3% among 330,000 | AID 485346, 2010;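 active means inhibition of at least 50% at 8 µM in the primary screen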
EBI2 block – EBI2 receptor antagonists, beta-arrestin recruitment, primary screen, cell-based, luminescence, 7a,25-OHC stimulation, uHTS; G-protein coupled receptor 183 (Homo sapiens), P32249; 7a,25-OHC stimulated; inhibition, % at 5 µM; hit rate 0.81% among 360,000; in the data active means inhibition above about 38%;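 further: enzyme fragment complementation signal reports receptor beta-arrestin coupling in cells; 0% = agonist plus DMSO wells and 100% = wells without agonist; some results beyond the cut were filed as inactive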
Target sequence (P32249 whole entry, looked up, the tested form may be a part): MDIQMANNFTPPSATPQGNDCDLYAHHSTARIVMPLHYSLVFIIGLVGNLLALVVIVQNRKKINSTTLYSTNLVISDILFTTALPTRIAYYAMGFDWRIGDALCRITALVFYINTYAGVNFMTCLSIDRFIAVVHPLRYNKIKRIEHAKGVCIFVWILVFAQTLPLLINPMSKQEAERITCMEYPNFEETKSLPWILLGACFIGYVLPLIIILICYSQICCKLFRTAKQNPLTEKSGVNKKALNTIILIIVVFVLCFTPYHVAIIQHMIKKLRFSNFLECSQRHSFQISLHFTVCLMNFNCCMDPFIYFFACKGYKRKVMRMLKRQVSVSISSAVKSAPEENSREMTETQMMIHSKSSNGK
CXCR6 inh – CXCR6 receptor inhibitors, primary screen, cell-based, beta-arrestin, luminescence, CHO-K1 PathHunter, 1536-well; inhibition, % at 20 µM; hit rate 0.36% among 360,000; in the data active means inhibition above about 34%, passing the limit was not always enough;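 further: antagonist mode with CXCL16 agonist at 10 nM final; 0% = 10 nM CXCL16 with DMSO and 100% = unstimulated wells without agonist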
Target sequence (O00574 whole entry, looked up): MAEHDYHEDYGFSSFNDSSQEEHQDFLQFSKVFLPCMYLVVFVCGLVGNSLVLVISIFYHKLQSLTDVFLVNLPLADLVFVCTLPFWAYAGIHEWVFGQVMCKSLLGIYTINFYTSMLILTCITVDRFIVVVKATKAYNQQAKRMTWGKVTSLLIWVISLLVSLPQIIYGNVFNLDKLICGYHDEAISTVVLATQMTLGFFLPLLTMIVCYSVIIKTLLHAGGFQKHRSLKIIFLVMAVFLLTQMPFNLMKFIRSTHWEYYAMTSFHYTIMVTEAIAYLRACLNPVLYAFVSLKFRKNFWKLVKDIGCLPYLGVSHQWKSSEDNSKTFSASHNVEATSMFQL
CCR6 antagonist – CCR6 receptor antagonists, primary screen, cell-based, CHO-K1, luminescence, beta-arrestin, uHTS; inhibition, % at 20 µM; AID 493098, 2011; hit rate 0.49% among 340,000; CHO-K1 CCR6 PathHunter beta-arrestin, CCL20-stimulated;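 active means compounds whose inhibition of the agonist-driven luminescence signal at 20 µM reaches about 50%, limit read from the data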;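 further: cells stimulated with CCL20 at 14 nM final; plate controls were DMSO with CCL20 for no effect and DMSO without agonist for full effect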
APJ ag – agonists of human apelin receptor APJ, primary screen, CHO-K1 cells, PathHunter beta-arrestin, luminescence. P35414. 0% DMSO wells, 100% apelin. activation, % at 20 µM. hit rate 0.11% among 330,000;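 active means activation more than six SD over the plate average, tested at 20 µM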;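 further: 0% = DMSO alone and 100% = apelin-13 at 10 nM; some results filed as inactive read as strong as hits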
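Test system: CHO-K1 APJ beta-arrestin complementation cell line. Amount: cell density 1000 per well. Controls: DMSO negative, 10 nM Apelin-13 positive. Signal: luminescent beta-gal fragment complementation, chemiluminescent substrate. Read-out basis: agonist-driven arrestin binding to APJ. Timing: compound stimulation 90 min at 25 °C, detection 60 min.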
CHOP UPR activ – activators of apoptotic CHOP UPR arm, primary screen, cell-based, CHO-CHOP luciferase reporter, luminescence, uHTS. UPR activation; percent of tunicamycin response over DMSO baseline. activation, % at 10 µM. hit rate 0.34% among 330,000. AID 449763, 2010;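 active means at 10 µM dose, activation of 40% or more, normalized to positive control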;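 further: 100% = tunicamycin at 10 µg/mL and 0% = DMSO alone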
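Material: CHO-CHOP cells, stable luciferase reporter of PERK-eIF2a-CHOP signalling; quantity: 500 reporter cells seeded per well; buffer or medium: F12 medium containing 10% fetal bovine serum; compound: one dose, 10 µM in 0.5% DMSO; incubation: 6 h compound treatment, 37 °C; measured by: Steady-Glo luciferase luminescence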
* = called active by the depositor; nt = not tested or not shown. Not all compounds are listed (hit frequency here may not be typical).

canonical_smiles	XBP1 UPR activ	tim23-1 inh	APJ antagonist	Mdm2-MdmX inh	EBI2 block	CXCR6 inh	CCR6 antagonist	APJ ag	CHOP UPR activ
CS(=O)(=O)c1ccccc1-c1nnc(NC(=O)CCS(=O)(=O)c2ccc(Cl)cc2)o1	-2.2	11.4	8.7	12.6	-11.1	3.3	6.1	3.6	1.0
O=C(O)c1cc(-c2ccco2)nn1-c1cccc(Cl)c1	-3.0	25.4	-2.3	11.6	13.7	3.3	2.7	-3.0	-1.8
Cc1nc2c(N=Nc3ccccc3F)c(N)nn2c(N)c1C#N	44.3*	-2.6	-2.2	25.1	9.6	4.2	-2.0	-2.1	15.1
Cc1nc2ccc(NC(=O)c3cc(S(=O)(=O)N4CCOCC4)ccc3C)cc2s1	-3.4	-6.6	-7.5	38.2	4.2	-11.2	-25.5	-1.7	-1.4
CC(C)Cc1ccc(C(=O)NCCOc2ccccc2)o1	-9.3	16.6	11.6	-54.1	9.5	2.9	9.6	-2.7	0.2
Cc1cc(C)n2nc(C(=O)Nc3cccnc3)nc2n1	0.8	-2.9	6.0	9.2	-0.1	0.1	-9.1	2.2	-1.1
CCCC(=O)NC(C)c1nc2ccccc2n1CC (stereo unspecified)	-2.4	5.1	5.3	-9.1	-10.6	-4.7	-1.0	-2.7	2.1
O=C1CN(CC(=O)Nc2ccc(Cl)cc2)CCN1	-1.4	1.4	6.2	-11.4	3.3	-6.9	3.2	-5.7	-1.1
COc1ccc(N2CCN(c3oc(COc4ccccc4Cl)nc3C#N)CC2)cc1	0.8	24.3	-12.7	-11.7	21.3	-5.4	1.4	-1.7	1.2
CCC(=O)N1CCc2cc(S(=O)(=O)CCC(=O)N(C)c3ccc(OC)cc3OC)ccc21	2.5	18.5	15.9	1.2	4.6	3.2	8.8	3.5	3.7
COc1cc(OC)c(S(=O)(=O)Nc2ccccc2C(=O)O)cc1S(=O)(=O)Nc1ccccc1C(=O)O	-4.7	-3.9	-1.9	13.2	-7.4	-4.0	3.9	-1.4	-3.1
CN(Cc1cc([N+](=O)[O-])ccc1Cl)C(=O)C[n+]1ccccc1	-2.5	4.8	18.9	-27.4	-4.7	-4.4	-8.6	1.2	1.0
Cc1ccc(CNC(=O)C2CCCN(c3nc4ccccc4o3)C2)cc1 (stereo unspecified)	0.1	-6.6	-6.9	29.0	5.2	1.0	2.5	-2.3	-0.8
CC(C)(C)OC(=O)CN1C(=O)S/C(=C\c2ccc(-c3cccc(C(=O)O)c3)o2)C1=O	-1.7	14.9	7.2	9.7	nt	nt	nt	0.9	3.0
CCN(CC)C(=O)C1CCCN(Cc2ccccc2C(F)(F)F)C1 (stereo unspecified)	-0.1	6.9	-11.6	-13.3	4.8	0.6	11.2	-1.6	-1.3
CCCCC1CCC(C(=O)N(C)CC(=O)Nc2cccc(F)c2)CC1 (stereo unspecified)	-2.2	29.7	-9.9	26.7	-33.9	1.1	-14.2	4.2	-1.2
CC(Cc1cnccn1)NC(=O)c1cc(COc2ccc(F)cc2F)on1 (stereo unspecified)	-1.4	10.1	0.2	-3.7	1.9	-6.8	-3.2	-0.4	0.2
O=C(Nc1cc(=O)[nH]c(=O)[nH]1)c1cccc(C(F)(F)F)c1	-0.9	-9.1	-50.6	7.9	-3.7	4.9	1.3	1.1	0.5
O=c1ccc(-c2ccc(S(=O)(=O)Nc3cccc([N+](=O)[O-])c3)s2)n[nH]1	-5.1	-4.9	9.1	11.4	2.1	9.4	20.2	9.7	-3.0
CCOC(=O)CNC(=O)CSc1ncnc2c1cnn2-c1ccc(OC)cc1	-0.6	11.4	-6.7	14.1	-0.1	-7.6	8.2	-2.7	-3.4
Fc1ccc2cnc(-c3ccccc3)c(-c3ccc(C(F)(F)F)cc3)c2c1	-0.2	19.9	18.0	8.4	12.5	0.9	17.0	-5.1	1.6
COC(=O)c1c(NC(=O)CN2CCOCC2)sc2c1CCC(C)C2 (stereo unspecified)	-0.8	18.9	5.2	-77.6	3.9	0.1	8.7	7.1	6.6
Cc1ccccc1Nc1nc(N)nc(CSc2ccccc2)n1	2.9	16.9	-5.4	-186.0	5.5	0.1	15.8	-4.4	1.6
O=C(O)c1cccc2c1/C(=N/Nc1ccc([N+](=O)[O-])cc1[N+](=O)[O-])c1ccccc1-2	-2.8	7.9	14.8	18.1	19.2	23.9	52.6*	-4.7	-1.6
Cc1ccc(NC(=O)C2CCN(C(=O)c3ccco3)CC2)cc1	4.6	11.8	-42.9	-7.2	-11.7	-9.9	2.9	-0.9	-2.5
COc1ccc(Cn2c(SCc3ccc(C)cc3)nc3cc(OC)c(OC)cc3c2=N)cc1Cl	32.0*	41.6	37.5	94.1*	10.2	5.8	11.3	-3.5	87.9*
O=S(=O)(Nc1ccc2oc(-c3ccccc3)nc2c1)c1ccccc1	5.3	73.8*	-3.7	-5.5	2.8	2.5	13.4	-6.7	4.1
COc1cccc(/C=N/NC(=O)c2ccccc2)c1OS(=O)(=O)c1ccccc1	-4.0	20.7	10.8	4.6	-5.2	-6.1	17.3	1.1	-1.5
Cn1nnc2cc(NC(=O)Nc3cccc(Cl)c3)ccc21	-1.4	-13.2	-0.3	-43.3	-4.8	-7.0	-2.8	-1.5	4.1
Cc1ccc(C(=O)Nc2ccn(Cc3ccc(F)cc3)n2)o1	-1.7	8.3	2.4	-47.6	-13.6	0.5	10.3	0.9	4.4
CN1CCN(NC(=S)Nc2ccc(OC(F)F)cc2)CC1	1.1	12.5	-0.4	8.3	1.9	-0.9	5.8	-0.5	-1.5
O=C(Nc1ccc(NC(=O)c2ccc(Cl)c(S(=O)(=O)N3CCOCC3)c2)cc1)c1ccccc1	-2.7	-17.4	-30.9	57.6*	-6.5	-0.6	14.0	2.8	-0.9
CCC(=O)Nc1ccc(S(=O)(=O)Nc2cccc(C)c2)cc1OC	-0.1	11.3	-10.4	-10.3	-3.4	-5.2	-2.7	-2.8	-0.5
NC(=O)NC(Cc1ccccc1)C(=O)O (stereo unspecified)	-0.5	22.4	-35.6	7.4	6.7	-4.5	-7.2	0.8	0.3
CCn1c(SCC(=O)N=Nc2c(O)[nH]c3ccccc23)nnc1-c1ccc(C(C)(C)C)cc1	1.9	21.3	-3.7	-16.2	nt	nt	nt	4.2	2.3
CCOC(=O)/C=C1\SCC(=O)N1Cc1nnc(-c2ccccc2Br)o1	-1.0	8.2	4.0	-7.4	7.4	-12.3	5.5	-2.2	-0.2
CN1C(=O)/C(=C/c2cc3c(cc2Br)OCO3)NC1=S	1.0	-22.0	4.9	-1.5	-0.8	7.4	30.1	-2.2	1.0
COc1ccc(OC)c(S(=O)(=O)NCc2cc(-c3ccccc3)no2)c1	-0.5	8.3	19.9	19.4	5.4	-1.0	2.6	-2.4	0.5
COc1cc2nc(SCc3c(C)noc3C)n(CCC3=CCCCC3)c(=O)c2cc1OC	0.9	23.4	6.9	87.0*	46.5*	26.7	21.6	9.1	2.4
O=S(=O)(Nc1ncnc2sc3c(c12)CCC3)c1cc(F)ccc1F	-1.1	13.6	-1.1	-9.0	-4.3	-1.4	2.3	-5.1	2.2
Cc1cc(C(F)(F)F)nc(SCC(=O)c2cccc([N+](=O)[O-])c2)n1	0.0	22.2	-6.7	8.1	-3.1	2.9	17.5	1.4	1.0
O=C(COc1ccc([N+](=O)[O-])cc1)Nc1ccccc1N1CCCC1	0.2	14.0	2.2	-19.3	14.2	-3.0	9.2	-5.3	-0.6
Cc1ccc(C)c(OCCCNCc2ccccc2)c1	0.6	13.1	7.9	18.1	5.0	-3.9	11.3	-1.6	0.4
COc1cccc(NC(=O)CCCN2C(=O)C3CC=CCC3C2=O)c1 (stereo unspecified)	-2.4	2.2	-45.1	-10.8	-5.9	-1.1	4.3	-3.4	0.7
COc1ccc(-c2[nH]ncc2/C=C(/C#N)C(=O)NC2CCCCC2)cc1	-0.8	27.0	16.8	38.7	14.8	11.5	3.8	4.5	-0.1
C=CCNC(=S)NNC(=O)c1cccn(Cc2ccc(Cl)c(Cl)c2)c1=O	-1.5	11.3	5.4	14.6	9.7	18.1	25.1	-2.7	0.1
CCc1nc(SCC(=O)Nc2ccccc2OC)c2c(C)c(C)sc2n1	-2.5	10.9	9.8	7.9	11.3	10.6	4.3	-0.2	0.6
CC12CC(NC(=O)N1c1cccc(C(=O)Nc3ncn[nH]3)c1)c1ccccc1O2 (stereo unspecified)	-2.9	10.5	0.3	10.0	11.2	-6.4	10.0	2.4	-2.0
N#CC(Cc1cccc(CC(C#N)(c2ccccc2)c2ccccc2)c1)(c1ccccc1)c1ccccc1	-3.8	4.1	1.6	18.9	13.0	3.5	-1.6	-1.3	5.0
Cc1sc(NC(=O)CSc2nc(N)cc(N)n2)c(C#N)c1C	1.4	19.1	0.8	2.5	14.9	1.7	3.9	-0.6	-2.7

Remaining list, next part
canonical_smiles	XBP1 UPR activ	tim23-1 inh	APJ antagonist	Mdm2-MdmX inh	EBI2 block	CXCR6 inh	CCR6 antagonist	APJ ag	CHOP UPR activ
Cc1nccc(-c2cccc(NC(=O)c3ccccc3Cl)c2)n1	2.0	3.9	-1.7	-11.0	-8.7	3.4	10.2	4.4	-0.1
O=C(COC(=O)c1ccccc1Cc1ccccc1)NC1CCS(=O)(=O)C1 (stereo unspecified)	-2.4	-0.9	0.5	-9.2	1.1	-2.7	13.7	-1.1	2.8
CCOC(=O)N1CCN(S(=O)(=O)c2cc(Br)cnc2N)CC1	3.0	8.3	23.6	13.5	-6.7	5.0	-7.0	-2.1	-0.7
Cc1ccc(C2(C)NC(=O)N(CC(=O)NCc3cccc(Cl)c3)C2=O)cc1 (stereo unspecified)	1.4	9.4	1.2	-10.7	0.4	-4.7	13.1	0.6	0.1
COc1ccc(OC)c(S(=O)(=O)N/N=C\c2c[nH]c3ccccc23)c1	-7.1	1.6	-10.9	29.6	-7.0	2.5	6.3	0.6	1.2
COc1ccc(/C(C)=N/NC(=O)CNC(=O)/C=C\c2ccccc2OC)c(OC)c1	-2.2	5.7	-4.8	10.7	20.0	-7.6	4.2	-2.6	1.8
CCN(CC)S(=O)(=O)c1cc(C(=O)Nc2cc(C)[nH]n2)ccc1Cl	0.1	9.5	-5.4	-31.5	-0.9	6.3	18.7	-3.2	4.3
